# FUS yeast rescue = rescues growth of FUS-expressing yeast; S. cerevisiae FUS-expressing, growth rescue, OD600, 24 h; Potency, µM (highest dose often 76.6 µM), inactives show at the highest dose growth rescue (activation), usual class: activators; actives 0.24% (n = 390,000); AID 1347120;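 also: potency is read from the fitted curve at half-maximal effect; plate controls were DMSO vehicle for no effect and reference control for full effect; nearly all actives have a fitted effect of over 55% in size; some results filed as inactive show a strong effect at the top dose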
#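 Cultures pregrown in 2.5% raffinose medium are shifted to minimal medium containing 2% galactose to express toxic FUS. Compounds are tested at several concentrations. After 24hr at 30C, growth is quantified at 600 nm absorbance.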
# EPAC1 antag = blocks human EPAC1 exchange factor; O95398; EPAC1 GEF assay, Rap1b-BODIPY-GDP exchange fluorescence; Potency, µM (top dose mostly 115 µM), without a hit: at the top dose activity change, negative = inhibition, hits mostly inhibitors; actives 0.14% (n = 360,000); AID 720709;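 also: potency is read from the fitted curve at half-maximal effect; plate controls were vehicle for no effect and positive control for full effect; nearly all actives have a fitted effect of over 50% in size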
# Target sequence (O95398 whole entry, looked up): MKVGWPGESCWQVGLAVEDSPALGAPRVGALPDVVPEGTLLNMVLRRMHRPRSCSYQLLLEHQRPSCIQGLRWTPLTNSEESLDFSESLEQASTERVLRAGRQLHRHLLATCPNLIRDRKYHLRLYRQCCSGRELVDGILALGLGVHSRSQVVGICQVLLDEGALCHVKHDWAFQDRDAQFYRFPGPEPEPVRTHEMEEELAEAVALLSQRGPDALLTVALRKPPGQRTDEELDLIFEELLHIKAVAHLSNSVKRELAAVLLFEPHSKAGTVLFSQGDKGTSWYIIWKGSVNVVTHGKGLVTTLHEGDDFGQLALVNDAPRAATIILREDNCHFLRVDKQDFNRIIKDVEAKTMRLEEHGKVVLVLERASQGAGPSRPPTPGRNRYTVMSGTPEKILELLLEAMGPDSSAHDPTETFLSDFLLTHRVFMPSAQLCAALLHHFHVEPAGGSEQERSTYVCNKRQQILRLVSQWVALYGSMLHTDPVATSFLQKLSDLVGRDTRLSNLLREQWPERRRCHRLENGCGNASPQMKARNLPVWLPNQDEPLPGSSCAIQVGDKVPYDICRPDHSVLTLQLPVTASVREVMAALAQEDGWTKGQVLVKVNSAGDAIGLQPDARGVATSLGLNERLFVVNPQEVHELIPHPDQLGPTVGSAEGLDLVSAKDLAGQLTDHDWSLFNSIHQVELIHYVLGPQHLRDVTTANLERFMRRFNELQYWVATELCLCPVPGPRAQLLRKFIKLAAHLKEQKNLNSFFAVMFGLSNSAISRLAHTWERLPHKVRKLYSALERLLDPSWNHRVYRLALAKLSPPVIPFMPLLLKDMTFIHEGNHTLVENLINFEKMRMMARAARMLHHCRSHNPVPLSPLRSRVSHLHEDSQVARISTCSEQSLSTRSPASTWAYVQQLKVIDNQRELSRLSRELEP
# aSyn yeast inh = rescues yeast growth from alpha-synuclein toxicity. Potency, µM (highest dose often 46.1 µM), without a hit: top-dose growth rescue (activation), hits mostly activators. Yeast expressing alpha-synuclein, growth rescue, BacTiter-Glo, 24 h. AID 652106. actives 0.14% (n = 370,000); also: potency is read from the fitted curve at half-maximal effect; % of control where 0% means no effect; nearly all actives have a fitted effect of over 65% in size
#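 Readout is rescue of growth in alpha-synuclein-expressing yeast, so inhibitors of toxicity appear as activators. Growth after 24 hr at 30 deg C in galactose medium is quantified by luminescence.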
# Abeta rescue = compounds reversing amyloid beta toxicity in yeast. yeast expressing A-beta42, growth rescue, OD600, 48 h; response scale: 0% DMSO, 100% iron-clioquinol control. AID 1347071. actives 0.063% (n = 410,000). Potency, µM (doses to about 46.1 µM), for inactives: top-dose growth rescue, actives largely listed as activators; also: potency is read from the fitted curve at half-maximal effect; nearly all actives have a fitted effect of over 55% in size
#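 Yeast A-beta toxicity model in growth medium with pinned compounds, 48 h at 30 C; growth read as absorbance at 600 nm. Normalized to FeCl3/clioquinol equimolar mix (positive) and DMSO (negative).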
# PLK1 PBD block = PLK1 (human) polo-box domain binding inhibition; Plk1 PBD binding of FITC phosphopeptide, fluorescence polarization; Potency, µM, without a hit: max response, negative = inhibition, hits mostly inhibitors; actives 2.8% (n = 360,000); also: potency is read from the fitted curve at half-maximal effect; series mostly up to about 57 µM; % is scaled to controls: 0 for no effect and ±100 for the full control effect; nearly all actives have a fitted effect of over 65% in size
# WRN helicase inh = WRN helicase (human) inhibition. Q14191. WRN helicase unwinding, fluorescent forked duplex, kinetic. Potency, µM (highest dose often 114 µM), for the others: top-dose activity change, negative = inhibition, usual class: inhibitors. actives 0.46% (n = 360,000). AID 651768; also: potency is read from the fitted curve at half-maximal effect; % is scaled to controls: 0 for no effect and ±100 for the full control effect; nearly all actives have a fitted effect of over 55% in size
#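 Kinetic fluorescence helicase assay: unwinding of a quenched forked DNA duplex (100 nM final) with 2 mM ATP final raises red fluorescence (525/598 nm). Compounds sat 15 min at room temperature with 20 nM WRN beforehand.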
# PI5P4K alpha inh = inhibitors of human PI5P4K alpha; PI5P4Kalpha enzyme, ADP-Glo luminescence, 60 min; active compounds read low; max response, %; actives 1.2% (n = 330,000); AID 652105; active = max response of -50% or lower; inconclusive = between -30% and -50%; inactive = -30% or higher; also: value at the top dose of about 77 µM; % is scaled to controls: 0 for no effect and ±100 for the full control effect
#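 Human PI5P4Kalpha with substrate in 0.038 M HEPES pH 7.4, 0.28 mM EGTA, 0.1% CHAPS, 5% DMSO; reaction started with 5 microM ATP (final), 60 min at room temperature. ADP formed read by ADP-Glo luminescence.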
# EPAC1 ag = agonists of human EPAC1. O95398. EPAC1 agonist qHTS, biochemical assay; response scale: 100% = response to 6.5 mM cAMP. Potency, µM (series often up to 154 µM), inactives show at the highest dose activation, actives largely listed as activators. actives 0.073% (n = 360,000); also: potency is read from the fitted curve at half-maximal effect; nearly all actives have a fitted effect of over 60% in size
#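 Nucleotide exchange assay: 100 nM EPAC1 with 250 nM Rap1B loaded with BODIPY-GDP and 50 uM GDP, room temperature. Fluorescence (480/540 nm) read every 5 min for 30 min; signal change normalized to 6.5 mM cAMP as full agonist.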
# IL-2 act = IL-2 activation; IL-2 activation reporter assay, cell-based qHTS; stimulated with anti-CD3/CD4/CD28 beads; in transgenic mouse T cells; activation, % (series mostly up to about 46 µM); actives 0.065% (n = 360,000); AID 652025; in the data active = activation above about 50%; inconclusive = mostly about 30% to 49%; also: 0% is about no effect
#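 Unstimulated transgenic mouse T cells preincubated 60 min with compound, then stimulated with anti-CD3/anti-CD4-coated beads plus anti-CD28 for 18 h at 37 degrees C. IL-2 response read as EGFP and DsRed fluorescence by plate cytometry.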
# Numbers without * were called inactive; ? = inconclusive; · = no result given; & = joins results of further samples; [ ] = dose if it differs, or a comment. Unless noted, calls follow the shape of the dose curve; as a rule, active = well fitted curve in the direction sought with a large enough effect; inconclusive = small, poorly fitted or top-dose-only effect, or another doubt; inactive = no such curve, though single readings can be large; an effect the other way counts as inactive or inconclusive.
mol,FUS yeast rescue,EPAC1 antag,aSyn yeast inh,Abeta rescue,PLK1 PBD block,WRN helicase inh,PI5P4K alpha inh,EPAC1 ag,IL-2 act
CCCCC(=O)N/N=C/c1c(O)n(CC)c(=S)n(CC)c1=O,-6%,70%[activator],2%,-10%,7%,4%,0,·,4.4
COC/C=C1\CN2C3C[C@@H]1[C@H]1COC4=Nc5cc(OC)c(OC)c(OC)c5[C@@]43C[C@@H]12,-13%,-10%,-1%,-9%,-4%,2%,8,-12%,-0.3
C=CCn1c(O)c(C(C)=NCCCn2ccnc2)c(=O)[nH]c1=O,20%,1%,10%,-16%,-12%,-2%,-1,11%,0.8
COC(=O)C1=C(c2ccc(C(C)=O)cc2)C[C@@H]2CC[C@H]1N2C(=O)N1CCC(O)(c2ccc(Cl)cc2)CC1,?,?,7%,-4%,1%,0%,14,8%,-0.9
Oc1cc2c(cc1CN1CCN(c3ccccc3)CC1)OCO2,?,-2%,-2%,9%,-23%,10%,5,6%,3.3
C/C=C1/CN2[C@@H]3C4CO[C@@H]3c3c([nH]c5cc(OC)ccc35)[C@@H]2CC14 (some centres not stated),5%,-6%,-2%,-5%,0%,-4%,-3,1%,0.2
O=C(COc1ccc(Cl)cc1)NC1CN2CCC1CC2 (configuration not stated),-11%,12%,4%,-1%,0%,11%,-2,3%,1.0
O=Cc1cn(Cc2cccc(F)c2)c2ccccc12,5%,1%,7%,7%,-1%,-19%,3,-4%,-0.9
O=c1[nH]c(=S)n(Cc2ccc(F)cc2)c(O)c1C=NCc1cccnc1,40%,0%,0%,-6%,-9%,-2%,·,1%,-2.2
CCCCn1c(O)c(C(CC)=NCCc2ccccc2)c(=O)[nH]c1=O,28%,3%,-10%,-27%,-1%,-2%,-5,2%,-0.2
O=C(Oc1c(Cl)cc(Cl)c2ccccc12)N1CCCCC1,1%,-1%,7%,-17%,-3%,-16%[57.1 µM],16,-3%,-1.2
O=C(NCc1nnc(SCC(=O)N2CCN(c3ccccc3)CC2)o1)c1ccco1,13%,2%,-4%,9%,27µM*,7%,-6,7%,-0.5
CCOC(=O)C(O)(c1ccc(N(CC)S(=O)(=O)c2ccccc2)cc1)C(F)(F)F (configuration not stated),26%,-25%,4%,-4%,-2%,-7%,1,7%,1.0
CC(=O)[C@H]1[C@H](C#N)C[C@H]2[C@@H]3CC=C4C[C@@H](O)CC[C@]4(C)[C@H]3CC[C@@]21C,-8%,11%,?,-34%[inhibitor],-6%,-5%,0,-3%,0.3
COc1ccc2c(c1)NP(=S)(c1ccccc1)N2C (configuration not stated),-3%,-20%,-6%,?,-25%,-14%,3,2%,2.8
Cc1sc2ccccc2c1CC1=NCCN1,-28%,-19%,1%&0%,-22%,-16%,-4%,0,1%,1.7
CC1=CC2OC3CC4OC(=O)C=CC=CC(C(C)O)OCC(O)C(C)CC(=O)OCC2(CC1O)C4(C)C31CO1 (configuration not stated),·,8%,-10%,4%,-2%,3%,0,0%,-0.6
O=Nc1c(-c2ccccc2)n(O)[n+]([O-])c1-c1ccccc1,-29%,5%,1%,8%,?,2%,0,3%,-3.3
CCCCC1(CCCC)C(=O)NC(=Nc2cccc(C)c2)NC1=O,14%,17%,-27%,-5%,-18%,-4%,-5,16%,-2.7
Cc1ccccc1-n1c(-c2ccoc2)nc2ccccc2c1=O,13%,-6%,-4%,-10%,-12%,-10%,7,16%,0.4
COC(=O)C1=C(c2ccc(Cl)c(C(F)(F)F)c2)C[C@@H]2CC[C@H]1N2C(=O)NCCOc1ccc(OC)cc1,?,?,?,10%,-10%,-7%,8,-16%,-2.3
FC(F)(F)c1ccc2c(c1)nnn2C1CCN(Cc2nnnn2Cc2ccccc2)CC1,42%,9%,10%,-11%,1%,-5%,16,-2%,-2.3
CCNC(=O)NNC(=O)C1CC(c2cccnc2)=NO1 (configuration not stated),-21%,5%,1%,-13%,-4%,6%,-7,-5%,-5.9
O=C(COC(=O)Cc1ccccc1)Nc1ccc(Cl)cn1,11%,-13%,-2%,7%,-15%,-8%,-19,10%,-0.5
COc1ccc(-c2nc3ccccc3n2OC(=O)N(C)C)cc1,4%,10%,-10%,4%,-6%,-9%,0,4%,-1.4
COC(=O)C1=C(c2ccccc2)C[C@@H]2CC[C@H]1N2C(=O)NCc1ccc(F)cc1,14%,7%,-1%,-11%,-5%,5%,0,6%,1.0
CC(C)(C)NC(=O)CN1CCCN(C(=O)COc2ccc(Cl)c3ccccc23)CC1,·,2%,1%,12%,-1%,-2%,6,8%,1.2
O=c1[nH]c(=O)n(-c2ccc(F)cc2)c(O)c1/C=C1\C=Nc2ccccc21,35%,53%[activator],-7%,0%,57%[activator],?,0,·,0.2
O=C1/C(=C/c2cccc([N+](=O)[O-])c2)N2CCC1CC2,17%,0%,6%,-17%,-17%,-26%[57.1 µM],-10,1%,4.0
COc1cc2c(cc1/C=C/[N+](=O)[O-])OCO2,4%,-10%,-65%[inhibitor],-75%[inhibitor],?,-12%,-10,-7%,-4.9

# The list goes on, starting with the last 2 of the part before.
mol,FUS yeast rescue,EPAC1 antag,aSyn yeast inh,Abeta rescue,PLK1 PBD block,WRN helicase inh,PI5P4K alpha inh,EPAC1 ag,IL-2 act
O=C1/C(=C/c2cccc([N+](=O)[O-])c2)N2CCC1CC2,17%,0%,6%,-17%,-17%,-26%[57.1 µM],-10,1%,4.0
COc1cc2c(cc1/C=C/[N+](=O)[O-])OCO2,4%,-10%,-65%[inhibitor],-75%[inhibitor],?,-12%,-10,-7%,-4.9
CNCCc1c[nH]c2ccccc12,-34%,0%,6%,-4%,0%,3%,10,-26%,0.3
CC(=O)NCCc1c[nH]c2ccccc12,-6%,-7%,-3%&12%,-1%,-7%,2%,1,-14%,-0.6
CCCC(=O)NC(Oc1ccccc1Cl)C(Cl)(Cl)Cl (configuration not stated),-14%,2%,-2%,?,?,-9%,·,8%,-0.8
COc1ccc(N=Nc2c(O)[nH]c(=S)[nH]c2=O)cc1,11%,-8%,-2%,-14%,-20%,-2%,-16,13%,1.6
COc1ccc(-n2c(-c3ccccc3[N+](=O)[O-])nc3ccccc3c2=O)cc1,10%,-20%,11%,-16%,21µM*,?,-14,24%,-0.6
O=C(Cc1cccc(C(F)(F)F)c1)N1CCN(CC(=O)N2CCCC2)CC1,6%,-20%,6%,-14%,-8%,-8%,12,-7%,1.6
CCNCCNc1ccc([N+](=O)[O-])c2cccnc12,17%,-1%,1%,-7%,-5%,7%,1,1%,-2.1
c1ccc(-n2ccnc2)cc1,-26%,6%,0%,0%,2%,1%,10,-5%,0.3
COC(=O)C1=C(c2ccccc2)C[C@@H]2CC[C@H]1N2C(=O)N1CCCC1,-21%,11%,4%,2%,1%,7%,3,-6%,0.2
COc1ccccc1N1CCN(Cc2cc(C)c(C)cc2O)CC1,17%,-7%,-7%,7%,0%,-10%,-5,4%,-0.5
COc1ccc(OCc2nnc(SCC(=O)NCC3CCCO3)n2N)cc1 (configuration not stated),22%,-15%,-14%,-2%,17µM*,?,-23,8%,0.8
Cc1cccc(C)c1NC1=NCCCCS1,12%,-13%,0%,3%,-5%,4%,2,0%,-1.7
COC(=O)C1=C(c2cccc(OC)c2OC)C[C@@H]2CC[C@H]1N2C(=O)NC1CCCCC1,15%,-2%,-1%,14%,10%,10%,1,-1%,1.6
CCOC(=O)c1ccccc1N,-23%,-21%,0%,4%,-1%,-7%,11,1%,1.6
COC(=O)[C@@]1(C#N)[C@@H]2C=CC(C(C)=O)=CN2[C@@H](C(N)=O)[C@@H]1c1ccc(F)cc1,9%,0%,-4%,-6%,?,-11%,2,7%,0.9
Cc1c(NC(=O)C(C)OC(=O)Cc2ccccc2)c(=O)n(-c2ccccc2)n1C (configuration not stated),11%,-2%,-1%,6%,-9%,-2%,·,4%,3.8
C[N+]1(C)C2CC(OC(=O)C(CO)c3ccccc3)CC1C1OC12 (configuration not stated),-32%,-27%,-3%,-14%,-16%,-8%,-1,-8%,1.0
C[C@H]1[C@H](OC(=O)CCC(=O)NCc2ccc(C(=O)O)cc2)O[C@@H]2O[C@@]3(C)CC[C@H]4[C@H](C)CC[C@@H]1C24OO3,14%,5%,-9%,-9%,-1%,-2%,4,-1%,0.9

# Molecules shown so far that have a Cl atom (seven):
mol,FUS yeast rescue,EPAC1 antag,aSyn yeast inh,Abeta rescue,PLK1 PBD block,WRN helicase inh,PI5P4K alpha inh,EPAC1 ag,IL-2 act
COC(=O)C1=C(c2ccc(C(C)=O)cc2)C[C@@H]2CC[C@H]1N2C(=O)N1CCC(O)(c2ccc(Cl)cc2)CC1,?,?,7%,-4%,1%,0%,14,8%,-0.9
O=C(COc1ccc(Cl)cc1)NC1CN2CCC1CC2 (configuration not stated),-11%,12%,4%,-1%,0%,11%,-2,3%,1.0
O=C(Oc1c(Cl)cc(Cl)c2ccccc12)N1CCCCC1,1%,-1%,7%,-17%,-3%,-16%[57.1 µM],16,-3%,-1.2
COC(=O)C1=C(c2ccc(Cl)c(C(F)(F)F)c2)C[C@@H]2CC[C@H]1N2C(=O)NCCOc1ccc(OC)cc1,?,?,?,10%,-10%,-7%,8,-16%,-2.3
O=C(COC(=O)Cc1ccccc1)Nc1ccc(Cl)cn1,11%,-13%,-2%,7%,-15%,-8%,-19,10%,-0.5
CC(C)(C)NC(=O)CN1CCCN(C(=O)COc2ccc(Cl)c3ccccc23)CC1,·,2%,1%,12%,-1%,-2%,6,8%,1.2
CCCC(=O)NC(Oc1ccccc1Cl)C(Cl)(Cl)Cl (configuration not stated),-14%,2%,-2%,?,?,-9%,·,8%,-0.8

# Bioassay records as filed in PubChem.

# These rows are one share of the data, so the mix of outcomes need not match the whole.
